PRMT1 inh: blocks human protein arginine methyltransferase 1. Q99873. recombinant PRMT1, activity-based probe fluorescence polarization. inhibition, % at 2.79 µM. 370,000 tested, 1.3% active;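 active = inhibition above about 21% made by adding two undisclosed values, limit read from the data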
PG9 binder: PG9 antibody binding by small molecule; inhibition, % at 6.7 µM; TR-FRET gp120-PG9 antibody binding; 360,000 tested, 0.43% active; AID 624416; in the data active = inhibition above about 8.5%
ABHD4 inh: inhibits mouse alpha/beta hydrolase domain 4 | purified mABHD4, FP-Rh probe fluorescence polarization | inhibition, % at 8.92 µM | 370,000 tested, 0.54% active;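 active = inhibition exceeding the mean over every tested compound plus 3 SD, cut at about 30% in these data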;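 also: 0% = plate median of compound wells and 100% = S159A mutant with DMSO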
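Test system: mouse ABHD4 enzyme, wild type. Reagent: FP-Rh fluorescent activity-based probe, added after compound pre-incubation. Timing: pre-incubation 45 min, probe exposure 60 min, at 25 °C. Technique: FP readout, ex 525 nm / em 598 nm. Benchmarks: high control S159A mutant with DMSO, low control median of compound wells.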
Tn7 DDE FP: disrupts Tn7 cyclic peptide binding to fibrin D-Dimer-E complex | P02675 | inhibition, % at 8.3 µM | FP displacement of FITC-Tn7 peptide from fibrin DD(E); 0% = median of compound wells per plate | 370,000 tested, 0.13% active;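 active = inhibition above the mean of compounds falling within the control limits plus 3 SD of them, cut at about 14% in these data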;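 also: 0% = plate median of compound wells and 100% = 10 µM Aha-Tn7 peptide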
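Also added: labelled Tn7 tracer, 0.1 µM; Assay system: human fibrin DD(E) protein; Amount: 2 µM fibrin DD(E); Schedule: 10 min compound pre-incubation, 3 h probe incubation at room temperature; Repeats: one replicate per compound; Read-out basis: percent inhibition; Measured by: fluorescence polarization of the labelled Tn7 tracer.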
TCR-CD3 inh: human TCR-CD3 binding inhibition | inhibition, % at 9.4 µM | 360,000 tested, 0.37% active | TAMRA-labeled TCR probe fluorescence, biochemical; in the data active = inhibition above about 19%;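 also: recombinant mutant TCR 2C K166C tagged with TAMRA read by polarization; 0% = receptor in buffer alone and 100% = receptor with positive control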
SIAE inh: inhibitors of human sialic acid acetylesterase SIAE; SIAE FP-Rh probe binding, fluorescence polarization; Q9HAT2; inhibition, % at 9.66 µM; 370,000 tested, 0.69% active;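 active = inhibition above a cutoff: mean of compounds within the control limits plus 3 SD of those, cut at about 17% in these data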;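 also: 0% = plate median of compound wells and 100% = probe without SIAE protein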
UHRF1 binding: human UHRF1 methylated DNA binding inhibitors; inhibition, % at 4.4 µM; UHRF1 binding to methylated oligo, TR-FRET; AID 687016; 370,000 tested, 0.75% active; Q96T88; in the data active = inhibition above about 21%;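 also: UHRF1 SRA domain binding a hemimethylated CpG hairpin DNA probe; 0% = median of test compound wells and 100% = reference inhibitor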
Target sequence (Q96T88 whole entry, looked up, the tested form may be a part): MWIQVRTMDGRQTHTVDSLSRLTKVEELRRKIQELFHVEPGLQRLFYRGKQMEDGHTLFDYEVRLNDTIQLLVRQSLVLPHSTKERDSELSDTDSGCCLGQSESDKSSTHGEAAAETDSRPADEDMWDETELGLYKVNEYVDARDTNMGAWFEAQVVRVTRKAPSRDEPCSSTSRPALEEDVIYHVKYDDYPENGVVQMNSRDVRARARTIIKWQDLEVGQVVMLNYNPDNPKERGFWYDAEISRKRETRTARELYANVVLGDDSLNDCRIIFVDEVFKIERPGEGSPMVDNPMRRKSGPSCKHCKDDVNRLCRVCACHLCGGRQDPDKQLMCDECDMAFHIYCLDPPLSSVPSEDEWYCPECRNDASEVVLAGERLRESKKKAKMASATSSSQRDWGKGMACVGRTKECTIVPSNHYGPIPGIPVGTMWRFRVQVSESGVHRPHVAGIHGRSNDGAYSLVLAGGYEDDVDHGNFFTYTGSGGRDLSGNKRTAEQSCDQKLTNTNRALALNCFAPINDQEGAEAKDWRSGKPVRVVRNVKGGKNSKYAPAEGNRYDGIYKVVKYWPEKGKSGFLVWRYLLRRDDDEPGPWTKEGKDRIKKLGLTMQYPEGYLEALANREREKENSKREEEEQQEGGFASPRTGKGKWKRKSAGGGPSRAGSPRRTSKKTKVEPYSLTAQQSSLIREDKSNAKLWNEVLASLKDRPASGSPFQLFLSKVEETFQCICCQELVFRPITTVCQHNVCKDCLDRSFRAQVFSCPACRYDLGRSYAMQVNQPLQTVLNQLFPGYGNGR
HTRA1 inhibitor: HTRA1 (human) protease inhibition. Q92743. recombinant HTRA1, FP-rhodamine activity-based probe, fluorescence polarization. inhibition, % at 5.96 µM. 340,000 tested, 0.5% active; in the data active = inhibition above about 36%;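 also: 0% = enzyme with DMSO and 100% = wells lacking enzyme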
TDP2 absorb: TDP2 (human) inhibition, absorbance primary screen; O95551; recombinant TDP2, T5PNP hydrolysis, p-nitrophenol absorbance 415 nm; inhibition, % at 12.8 µM; 370,000 tested, 0.34% active;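 active = inhibition above the mean of all tested compounds plus 3 SD, set per campaign, cut at about 25% in these data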;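 also: 0% = DMSO with enzyme and 100% = buffer with substrate but no TDP2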
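Evaluation: % inhibition relative to enzyme-containing and enzyme-free wells. Material: recombinant human TDP2. Benchmarks: enzyme-free and DMSO wells. Timing: enzyme reaction with compound for 2 h at 37 °C. Compound dosing: 12.8 µM only. Measured by: p-Nitrophenol epi absorbance. Reagent: T5PNP substrate at 5 mM, a TopII-DNA adduct mimic. Replication: single well per compound.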
LEDGF integ inh: blocks HIV-1 LEDGF/p75-dependent DNA integration; 370,000 tested, 0.64% active; TR-FRET IN-LEDGF/p75 DNA integration, Eu/Cy5; inhibition, % at 3.7 µM;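 active = inhibition above the screen-wide mean plus 3 SD, cut at about 13% in these data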;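 also: signal is the Cy5 over europium emission ratio at 671 and 618 nm; 0% = plate median of compound wells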
Numbers without * were called inactive; . = no result given.

PRMT1 inh | PG9 binder | ABHD4 inh | Tn7 DDE FP | TCR-CD3 inh | SIAE inh | UHRF1 binding | HTRA1 inhibitor | TDP2 absorb | LEDGF integ inh | Molecule
6 | -2.5 | -3 | -3 | 0 | -4 | 1 | -3 | 1 | 8 | O=C(Nc1ccc(Cl)cc1F)C1CC(=O)N(Cc2ccco2)C1 (centres undefined)
4 | -0.3 | -6 | 2 | 5 | -6 | 2 | . | 1 | -4 | O=c1[nH]nc2c3ccccc3occ1-2
1 | 0.6 | -3 | -5 | -1 | 0 | 0 | -6 | 6 | 2 | Cc1ccc(-n2nnnc2-c2ccco2)cc1
-3 | 1.7 | -1 | 7 | 3 | 4 | 2 | -6 | 6 | 1 | C#CCNC(=O)C1=C[C@H](C2CCCCC2)C[C@H](OCCCCO)O1
4 | -1.3 | -7 | 0 | 2 | -4 | 3 | -9 | -6 | -3 | COc1ccccc1NS(=O)(=O)c1cc(NC(=O)c2ccco2)ccc1N1CCOCC1
1 | 1.9 | -5 | 10 | -6 | -8 | 3 | . | 7 | -5 | Cc1ccc(S(=O)(=O)C[C@@H]2OC[C@H](Cc3ccccc3)N2S(=O)(=O)c2ccc(C)cc2)cc1
7 | -2.3 | 9 | -2 | -8 | 2 | -3 | -1 | 4 | -2 | Cc1ccc(C(=O)N/C(=C/c2ccco2)C(=O)N2CCC(C)CC2)cc1
51* | -0.7 | -1 | 1 | -4 | 9 | 0 | -24 | -5 | -3 | CCCCCCC(=O)N(O)C1CC(=O)N(c2ccc(Cl)cc2)C1=O (centres undefined)
2 | -0.1 | -4 | -3 | -5 | 3 | 0 | 8 | 1 | -1 | CN(CC(=O)Nc1ccc(F)cc1)C(=O)Cc1ccsc1
4 | 1.1 | -9 | 1 | 7 | 0 | 0 | -20 | -1 | 0 | COc1ccc(S(=O)(=O)c2c(O)c3ccc(C(=O)Nc4ccc(F)cc4)cc3[nH]c2=O)cc1
1 | 1.1 | 2 | 2 | -4 | 1 | 1 | 0 | 8 | -3 | COc1cccc(Nc2ccc(-n3ccnc3)nn2)c1
8 | -1.1 | -2 | 3 | -3 | -6 | 6 | 3 | -7 | 2 | C=CCOc1ccc(/C=C2\C(=N)N3N=C(S(=O)(=O)CC)SC3=NC2=O)cc1OC
5 | 0.0 | -4 | -2 | -11 | -4 | 2 | -33 | 1 | 1 | COc1cc(OC)c(C2=Nc3ccc(Br)cc3C(c3ccccc3)N2CC(=O)NN)cc1OC (centres undefined)
-2 | -1.2 | -5 | 3 | -2 | 9 | 0 | 8 | -14 | 1 | N=c1oc2ccccc2cc1C(=O)NCc1ccccc1
4 | -0.1 | -9 | 0 | -2 | -1 | 3 | . | 6 | -1 | Cc1ccc(C)c(NNC(=O)C(=O)NNc2cc(C)ccc2C)c1
-6 | -1.0 | -7 | -5 | 0 | -8 | -2 | 0 | -23 | 4 | Cc1nc(N2CCOCC2)c2c(C)c(C(=O)Nc3ccc(F)cc3Cl)sc2n1
1 | -0.7 | -5 | -4 | -1 | 5 | -2 | -4 | 1 | -2 | O=C(NCc1ccccc1)c1cnc2n(c1=O)CCS2
-3 | -1.8 | 7 | -1 | 12 | 12 | 0 | 2 | 19 | -1 | Nn1c(SCC(=O)Nc2nnc(-c3ccccc3)o2)nnc1C1CC1
1 | -0.8 | -1 | 3 | 6 | -7 | 0 | 6 | -10 | 3 | CCNC(=O)COC(=O)c1cc(-c2ccccc2)nn1-c1ccccc1
0 | . | -3 | 4 | . | 3 | 3 | . | 0 | 1 | O=C(CN(CCc1ccccc1)S(=O)(=O)c1ccc(Cl)s1)N1CCOCC1
-3 | -1.6 | -4 | -7 | 2 | 1 | -1 | 6 | -9 | 6 | Cc1ccccc1/C=C/C(=O)N1CCOCC1
-3 | -1.8 | 5 | 5 | 1 | 3 | -1 | -1 | 8 | 1 | CC(C)CN1C(=O)C(=O)N(CC(=O)N2c3ccccc3NC(=O)CC2C)C1=O (centres undefined)
0 | 0.5 | -8 | 2 | 3 | -1 | 3 | -40 | -10 | 0 | CCOC(=O)N1CCC(n2c(SCC(=O)NCCC3=CCCCC3)nc3ccccc3c2=O)CC1
-1 | -1.6 | 1 | 6 | -1 | 4 | 2 | -2 | 4 | 0 | O=C(C1CCC1)N1CCc2cc(S(=O)(=O)NCc3ccccn3)ccc21
4 | 0.8 | 8 | 2 | -3 | 2 | 3 | 8 | 0 | -4 | O=C(O)c1ccccc1C=NNc1ccccn1

Complete entries as entered above. Order of values: PRMT1 inh, PG9 binder, ABHD4 inh, Tn7 DDE FP, TCR-CD3 inh, SIAE inh, UHRF1 binding, HTRA1 inhibitor, TDP2 absorb, LEDGF integ inh
`C=CCOc1ccc(/C=C2\C(=N)N3N=C(S(=O)(=O)CC)SC3=NC2=O)cc1OC` in the list: 8, -1.1, -2, 3, -3, -6, 6, 3, -7, 2
`Cc1ccc(C)c(NNC(=O)C(=O)NNc2cc(C)ccc2C)c1` in the list: 4, -0.1, -9, 0, -2, -1, 3, ., 6, -1
`O=C(Nc1ccc(Cl)cc1F)C1CC(=O)N(Cc2ccco2)C1` (centres undefined) in the list: 6, -2.5, -3, -3, 0, -4, 1, -3, 1, 8
`Cc1nc(N2CCOCC2)c2c(C)c(C(=O)Nc3ccc(F)cc3Cl)sc2n1` in the list: -6, -1.0, -7, -5, 0, -8, -2, 0, -23, 4
`COc1cc(OC)c(C2=Nc3ccc(Br)cc3C(c3ccccc3)N2CC(=O)NN)cc1OC` (centres undefined) in the list: 5, 0.0, -4, -2, -11, -4, 2, -33, 1, 1

Additional structures.
PRMT1 inh | PG9 binder | ABHD4 inh | Tn7 DDE FP | TCR-CD3 inh | SIAE inh | UHRF1 binding | HTRA1 inhibitor | TDP2 absorb | LEDGF integ inh | Molecule
1 | 0.3 | -7 | 8 | -15 | -3 | 0 | 2 | -11 | -5 | Cc1cc(OC(=O)c2ccc(F)cc2)c([N+](=O)[O-])c(=O)[nH]1
1 | -1.6 | 5 | -7 | -4 | -1 | -1 | 5 | 4 | 2 | O=C(COC(=O)COc1ccccc1)Nc1ccccc1OC(F)F
3 | 0.0 | 7 | 4 | 8 | -7 | 3 | 2 | -3 | -1 | O=C(NCCS(=O)(=O)N1CCN(c2ccccc2)CC1)C1CC(=O)N(c2ccc(F)cc2)C1 (centres undefined)
-2 | 0.6 | -6 | -3 | -1 | -5 | 4 | -5 | 7 | -2 | NS(=O)(=O)c1ccc(-n2ncc3c(=O)[nH]c(SCC(=O)Nc4nccs4)nc32)cc1
3 | -1.1 | -2 | -2 | -7 | 2 | 2 | 5 | -9 | -1 | C=CCn1c(SCC(=O)NC2CCS(=O)(=O)C2)nc2sc(CC)cc2c1=O (centres undefined)
-2 | -3.0 | -12 | 2 | -4 | 0 | -4 | -12 | 12 | 0 | O=C(OCc1ccccn1)c1ccc(COc2ccccc2Cl)o1
1 | -0.9 | 9 | 5 | -8 | 0 | 1 | . | 5 | 1 | CC(N)c1csc(NC(=O)Nc2cccc(C(F)(F)F)c2)n1 (centres undefined)
5 | -1.9 | 0 | 3 | -9 | 1 | -1 | 8 | -3 | 1 | CCn1c(/C=C/c2ccc([N+](=O)[O-])o2)nc2ccccc2c1=O
0 | 2.5 | -6 | 0 | 0 | -2 | 1 | -1 | -6 | 3 | Clc1ccc(OCc2nn3c(-c4ccco4)nnc3s2)cc1
0 | -2.6 | 3 | -6 | 8 | -1 | 0 | -1 | -9 | 2 | CCN(CC)C(=O)N1CCc2ccccc21
1 | 0.6 | -7 | -3 | -12 | -3 | 0 | -4 | -21 | -2 | CCc1nn(C(C)C(=O)NCc2cccc(Cl)c2)c(=O)c2cc3occc3n12 (centres undefined)
1 | 0.3 | -4 | 2 | 3 | 4 | -5 | 2 | -5 | -4 | O=[N+]([O-])c1ccc(NC(=S)NCC(c2cccnc2)N2CCOCC2)cc1 (centres undefined)
0 | -1.0 | -3 | 6 | -3 | -6 | 0 | . | -4 | -8 | COc1ccc(/C=N/NC(=O)c2ccncc2)cc1COc1ccc(NC(C)=O)cc1
1 | -1.7 | -4 | -9 | 6 | -4 | -1 | -4 | 6 | 2 | CSCCC(NS(=O)(=O)c1cccs1)C(=O)NCc1ccc(C)cc1 (centres undefined)
1 | -2.4 | -1 | 0 | -3 | 0 | 2 | 9 | -1 | 0 | Cn1nc(C(=O)NCc2cccs2)c2ccccc2c1=O
6 | -0.6 | 0 | -2 | -5 | 1 | 1 | -28 | -15 | -2 | Cc1cc(-c2ccc(C(C)C)c(S(=O)(=O)N3CCC(C)CC3)c2)on1
2 | -0.9 | 10 | 2 | -6 | 8 | 2 | 5 | 4 | -1 | COc1cc(OC)cc(C(=O)NNS(=O)(=O)c2ccc(F)cc2)c1
2 | 0.6 | 2 | -11 | 1 | 1 | -1 | -11 | -3 | 3 | O=C(Cc1ccc(Cl)cc1)Nc1cc(Cl)ccn1
-4 | 1.0 | 6 | 1 | -7 | 2 | -10 | 4 | 12 | 2 | CCCCN1C=CC(=C2N=c3cccc([N+](=O)[O-])c3=N2)C=C1
1 | 2.9 | 5 | 1 | 0 | 5 | -3 | 10 | 9 | -1 | CCN1CCN(C(=O)C2CCN(S(=O)(=O)N3CCC4(CC3)OCCO4)CC2)CC1
-4 | -1.6 | -3 | 2 | 3 | 1 | -2 | 1 | 10 | 2 | O=C(CNC(=O)COc1ccccc1)NCc1cccnc1

2 of these compounds in a different format:
Structure	PRMT1 inh	PG9 binder	ABHD4 inh	Tn7 DDE FP	TCR-CD3 inh	SIAE inh	UHRF1 binding	HTRA1 inhibitor	TDP2 absorb	LEDGF integ inh
CC(N)c1csc(NC(=O)Nc2cccc(C(F)(F)F)c2)n1 (centres undefined)	1	-0.9	9	5	-8	0	1	.	5	1
CCn1c(/C=C/c2ccc([N+](=O)[O-])o2)nc2ccccc2c1=O	5	-1.9	0	3	-9	1	-1	8	-3	1

An excerpt from above in order of their number in ABHD4 inh, smallest number first.
canonical_smiles,PRMT1 inh,PG9 binder,ABHD4 inh,Tn7 DDE FP,TCR-CD3 inh,SIAE inh,UHRF1 binding,HTRA1 inhibitor,TDP2 absorb,LEDGF integ inh
NS(=O)(=O)c1ccc(-n2ncc3c(=O)[nH]c(SCC(=O)Nc4nccs4)nc32)cc1,-2,0.6,-6,-3,-1,-5,4,-5,7,-2
COc1ccc(/C=N/NC(=O)c2ccncc2)cc1COc1ccc(NC(C)=O)cc1,0,-1.0,-3,6,-3,-6,0,.,-4,-8
O=C(Cc1ccc(Cl)cc1)Nc1cc(Cl)ccn1,2,0.6,2,-11,1,1,-1,-11,-3,3
